SSB-PriA inh – inhibitors of Klebsiella pneumoniae PriA binding to SSB C-terminal tail; AlphaScreen SSBct-PriA binding, biotinylated peptide; hit rate 0.6% among 430,000; inhibition, % at 33 µM; AID 1272365; in the data active = inhibition mostly above about 37%, no sharp cut-off; inactive = mostly below about 20%;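 also: plate controls were negative control peptide for no effect and reference peptide for full effect; strong numbers were not always called active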
* = called active by the depositor; & = joins results of further samples.

SMILES	SSB-PriA inh
COc1ccc(C=NNC(=O)c2cccc(NC(=O)c3ccccc3)c2)c(C(=O)O)c1OC	-9
Cn1nc2cc(Br)ccc2c1C(=O)NCc1cncc(-c2cccs2)c1	-6
O=C(Cc1ccccc1)N1CCN(c2ccc(N3CCOCC3)nn2)CC1	-4
O=C(OCc1cc(-c2ccccc2)on1)C1CC(=O)N(c2ccccc2)C1 (stereo not drawn)	-6
O=c1oc2ccccc2c(O)c1C=C1C=Nc2ccccc21	-14
Cc1oc(-c2cccc(Cl)c2)nc1Cn1c(=O)n(C[C@H]2CCCO2)c(=O)c2ccccc21	-14
COc1ccc(-c2noc(Cn3cnc4c(nnn4-c4ccccc4)c3=O)n2)c(OC)c1	-5
CC(C)N1CCc2c(sc(NC(=O)C3CC(=O)N(c4ccc(F)cc4)C3)c2C(N)=O)C1 (stereo not drawn)	11
CN(C)c1ccc(C(=O)Nc2nc(-c3ccccc3)c(-c3ccccc3)s2)cc1	-4
NC(=S)N=C(Nc1ccccc1)c1ccccc1	5
CN(C)c1ccc(C=NNc2cccc(C(=O)O)c2)cc1	2
O=C(NN=Cc1cccc([N+](=O)[O-])c1O)c1cccs1	4
CCOC(=O)Nc1cc(-c2ccco2)nn1-c1nc(C(C)C)cc(=O)[nH]1	-6
CC(C)NC(=O)CSc1nnnn1-c1ccccc1Cl	-3
O=C(Nc1nc(-c2ccccc2)c(C(=O)c2ccccc2)s1)c1ccc2c(c1)OCO2	-12
O=C(CSc1nnc(CNC(=O)c2cccc(C(F)(F)F)c2)o1)NCc1ccccc1Cl	-15
CCOc1ccc(CC(=O)Nc2c3c(nn2C(C)(C)C)CSC3)cc1	4
CCN1C(=O)Cc2cc(NC(=O)c3cccs3)ccc21	10
CCOC(=O)c1csc(NC(=O)c2cc(C)nn2CC)n1	3&10
Cc1[nH]n2c(=O)[nH]c(=S)nc2c1-c1ccccc1	11
O=C(CN1CCC(c2nnc(-c3ccoc3)o2)CC1)c1ccc(Cl)cc1	-8
CN1CCN(c2ccnc(SCc3nc4ccccc4[nH]3)n2)CC1	0
Clc1ccccc1-n1ncc2c1ncn1nc(-c3ccco3)nc21	-29
O=C([C@@H]1CSc2nccc(=O)n2C1)N1CCN(C(c2ccccc2)c2ccccc2)CC1	-21
O=C(c1cccc(Oc2ccccn2)c1)N1CCN(C(=O)c2ccco2)CC1	-3
O=C(NCc1ccc([C@@H](O)c2ccsc2)s1)Nc1c(F)cccc1F	-5
O=C(Cc1ccc(Cl)s1)Nc1nc2ccccc2s1	16
O=C(NN=C/C=C/c1ccco1)c1cccc([N+](=O)[O-])c1	-2
Cc1cc(=O)oc2cc(OCC(=O)NN=Cc3cc([N+](=O)[O-])ccc3O)ccc12	-1
COc1[nH]c(N=Cc2ccccc2)c(C#N)c1C#N	8
O=C(NCCn1ncc2c(=O)n(Cc3ccc(Br)cc3)cnc21)c1ccc(C(F)(F)F)cc1	-5
COc1ccc(N2CCN(CC(=O)NCc3nc4ccccc4[nH]3)C2=O)cc1	1
S=c1[nH]nc(-c2ccco2)n1N=Cc1ccc(Br)s1	-7
COCCn1c(=NC(=O)c2ccc(C(C)=O)cc2)sc2cc(NC(C)=O)ccc21	-6
CCOc1cn2c(cc1=O)C(=O)N(CCNC(=O)c1cc(OC)c(OC)c(OC)c1)CC2	-4
COc1ccc(CNC(=O)N2CCCN(S(=O)(=O)c3cnn(C)c3)CC2)cc1OC	-5
Cc1ccc(-c2ccc(C=NNC(N)=S)o2)cc1	14
COc1cccc2cc(C(=O)N3CCC(Oc4nc5ccccc5o4)CC3)oc12	-11
O=C(CSC1CCCC1)Nc1cnn(CC2COc3ccccc3O2)c1 (stereo not drawn)	-8
COc1cc(/C=C/C(=O)Nc2c3c(nn2-c2ccc(Cl)cc2)CSC3)cc(OC)c1OC	1
O=C(NCCn1ncc2c(N3CCOCC3)ncnc21)c1ccc2c(c1)OCO2	12
CCOC(=O)c1[nH]c(C)c(C(=O)NCCc2c[nH]c3ccccc23)c1C	24
Cc1nc2ccccn2c(=O)c1NC(=O)c1ccccc1C(F)(F)F	-13
CC(=NN=C(c1ccccc1)c1ccccc1)c1ccco1	9
O=C(CSc1ccc2ccccc2n1)Nc1nsc(-c2ccccc2)n1	12
Cc1ccsc1/C=C(\C#N)c1nc(-c2ccc(Cl)c(Cl)c2)cs1	-3
Cc1nc(Cn2nc(-c3cccnc3)n(C3CC3)c2=O)cs1	4
COc1ccc(-c2nsc(SCC(=O)Nc3ccccc3)n2)cc1	-5
CCN(CC)CCN1C(=O)C(=O)C(=C(O)c2cnn(-c3ccccc3)c2C)C1c1ccc(C)o1 (stereo not drawn)	-3
Oc1cc(N=Nc2ccc(SC(F)F)cc2)c2ccccc2c1	73
Cc1nc2cc(NC(=O)c3ccc(NS(=O)(=O)c4cccc(Cl)c4)cc3)ccc2s1	-17
CCC(C(=O)N1CCC(n2ccnn2)C1)c1ccccc1 (stereo not drawn)	-11
O=C(NCC1CCN(c2nc3ccccc3o2)CC1)c1ccc(Cl)s1	-8
O=C(COc1ccccc1F)Nc1ccc2c(c1)CN(C(=O)c1ccccc1)CC2	-5
Cn1c(-c2ccccn2)nn(CCNC(=O)c2ccc(-n3cccc3)cc2)c1=O	-3
COC(=O)c1ccc(CN2CCC(c3nnc(-c4ccsc4)o3)CC2)o1	-4
O=C(NCc1ccccn1)c1c[nH]c2ccc(F)cc2c1=O	-4
COc1cccc(NC(=O)CSc2nnc(C3CC(=O)N(c4ccc(OC)c(Cl)c4)C3)o2)c1 (stereo not drawn)	-6
Cc1nc2ccccn2c1C(O)=C1C(=O)C(=O)N(CCCN(C)C)C1c1ccc(F)cc1 (stereo not drawn)	1
Cn1nc(CNC(=O)CN2C(=O)CCC2=O)cc1-c1ccncc1	-11

The list goes on:
SMILES	SSB-PriA inh
CC(=O)NCCc1nc2ccccc2n1Cc1ccc(Cl)cc1Cl	-1
CC(C)(C)c1cc(=O)[nH]c2nnc(SCC(=O)N3N=C(c4cccs4)CC3c3ccc(F)cc3)n12 (stereo not drawn)	-14&0
COc1cc(C=NNC(=O)C2c3ccccc3Oc3ccccc32)ccc1O	-5
CC(=NNC(=O)c1ccc(Cl)cc1)c1cccnc1	0
CCc1ccc(S(=O)(=O)N2CCC(Oc3ncccc3Cl)CC2)s1	-36
COc1ccc(-n2c(SCCCN3C(=O)c4ccccc4C3=O)nnc2-c2ccncc2)cc1	-8
CCOCCn1c(=NC(=O)c2ccc(C(C)(C)C)cc2)sc2cccc(OC)c21	11
Cc1ccc(S(=O)(=O)N(C)c2c(C)ccc(S(=O)(=O)N3CCOCC3)c2C)cc1	-16
CCOC(=O)c1ccccc1NC(=O)Cn1c(=O)n(Cc2ccc3c(c2)OCO3)c(=O)c2oc3ccccc3c21	-8
O=C(CCc1n[nH]c(=O)[nH]c1=O)NN=Cc1ccco1	-5
CCOc1ccccc1NC(=O)CSc1nnc(-c2cccc(OC)c2)n1-n1cccc1	-4
Cc1cc(C)n(-c2cc(N3CCN(C(=O)c4ccccc4F)CC3)nc(C)n2)n1	-9
COc1ccc(-c2ccc(=O)n(CCNC(=O)Nc3ccccc3F)n2)cc1OC	5
O=C(CCCCn1c(=O)c2ccccc2n(CC(=O)OCc2ccccc2)c1=O)NCc1ccco1	-10
CCOc1cc(C=NNC(=O)c2nnn(-c3nonc3N)c2C)ccc1OCc1cccc(F)c1	-32
C/C(C=NNC(=O)c1cc(C(C)C)[nH]n1)=C\c1ccccc1	-22
CCOC(=O)CC1=Nc2cc(C)c(C)cc2N(CC(=O)NCCC2=CCCCC2)C(=O)C1	8
CCOc1ccc2ccccc2c1C(=O)Nc1cnn(CC2CCOCC2)c1	-7
CCc1[nH]nc(C(=O)NN=Cc2ccncc2)c1C	-18
Cc1ccc(N2CC(C(=O)NCC(c3cccs3)S(=O)(=O)c3ccc(C)cc3)CC2=O)cc1 (stereo not drawn)	-19
CN(C(=NS(=O)(=O)c1ccccc1)C(F)(F)F)c1ccccc1	8
O=C(CSCc1ccccc1)N1CCC(CSc2ccccn2)CC1	-27
O=c1[nH]c(-[n+]2ccccc2)c(C=NN=C([O-])c2ccccc2)s1	-10
COc1ccc(NC(=O)Cn2c(=O)c(CNc3ccccc3)cc3ccc(C)cc32)cc1Cl	17
Cc1ccc(C#N)c(SCc2ccc(C#N)cc2)n1	-28
COC1(CNC(=O)CCc2ccc(C(F)(F)F)cc2)CCSC1 (stereo not drawn)	-8
Cc1cc(=O)[nH]c(SCC(=O)c2ccc3c(c2)OCO3)n1	-7&-7
CC(=O)c1cccc(NC(=O)CSc2ncc(S(=O)(=O)c3cccs3)c(N)n2)c1	1
COc1ncccc1C(=O)N1CCC(Oc2ccc(C)nn2)CC1	-14
O=C(ON=Cc1ccc(Cl)cc1)C1CCCCC1	-2

In the list so far, these have an NH in an aromatic ring:
SMILES	SSB-PriA inh
CCOC(=O)Nc1cc(-c2ccco2)nn1-c1nc(C(C)C)cc(=O)[nH]1	-6
Cc1[nH]n2c(=O)[nH]c(=S)nc2c1-c1ccccc1	11
CN1CCN(c2ccnc(SCc3nc4ccccc4[nH]3)n2)CC1	0
COc1[nH]c(N=Cc2ccccc2)c(C#N)c1C#N	8
COc1ccc(N2CCN(CC(=O)NCc3nc4ccccc4[nH]3)C2=O)cc1	1
S=c1[nH]nc(-c2ccco2)n1N=Cc1ccc(Br)s1	-7
CCOC(=O)c1[nH]c(C)c(C(=O)NCCc2c[nH]c3ccccc23)c1C	24
O=C(NCc1ccccn1)c1c[nH]c2ccc(F)cc2c1=O	-4
CC(C)(C)c1cc(=O)[nH]c2nnc(SCC(=O)N3N=C(c4cccs4)CC3c3ccc(F)cc3)n12 (stereo not drawn)	-14&0
O=C(CCc1n[nH]c(=O)[nH]c1=O)NN=Cc1ccco1	-5
C/C(C=NNC(=O)c1cc(C(C)C)[nH]n1)=C\c1ccccc1	-22
CCc1[nH]nc(C(=O)NN=Cc2ccncc2)c1C	-18
O=c1[nH]c(-[n+]2ccccc2)c(C=NN=C([O-])c2ccccc2)s1	-10
Cc1cc(=O)[nH]c(SCC(=O)c2ccc3c(c2)OCO3)n1	-7&-7

Next part
SMILES	SSB-PriA inh
CCn1nnc2c(NCc3ccco3)ncnc21	-14
COC(=O)N1CCC(CNC(=O)C(=O)Nc2ccc(C)c(F)c2)CC1	-2
COc1ccc(C(O)=C2C(=O)C(=O)N(Cc3ccco3)C2c2cccs2)cc1 (stereo not drawn)	-2
CCCCn1c(N=Cc2ccc(N(C)C)cc2)nc2ccccc21	5
O=C(c1cccs1)N1CCc2ccc(NS(=O)(=O)c3ccc(F)cc3F)cc21	1
CCn1ccc(C(=O)NCCc2cccs2)n1	-22
O=C(NCCCN1CCCC1=O)C(=O)Nc1nccs1	0
CC(C)Sc1nc(-c2ccccc2Cl)nc2c1c(=O)n(C)c(=O)n2C	-13
CC(C)NC(=O)C1(c2cccs2)CCCC1	-7
CC(=O)Nc1ccc(C(C)=NNC(=O)c2ccncc2)cc1	-16
CC(C)n1c(N)c2ccccc2nc1=O	-1
O=C(NN=Cc1ccc(Cl)cc1)C(=O)N1CCCCCC1	2
O=C(NN=Cc1ccccn1)c1cc(-c2ccc3ccccc3c2)n[nH]1	1
CC(Oc1ccc2c(c1)OCO2)C(=O)NCCOc1ccccc1 (stereo not drawn)	-2
O=C(Nc1nnc(-c2cccnc2)o1)c1cc(Cl)cc(Cl)c1	-9
Cn1ccc(C(=O)NN=Cc2c[nH]c3ccccc23)n1	15
CCC(=NNC(=O)c1ccoc1C)c1ccc(C)o1	-1
CCOC(=O)c1sc(N)cc1C	-3&-1
CCn1nnc2c(N3CC(C(=O)NCCOc4ccc(F)cc4)C3)ncnc21	1
COc1cc(C(=O)Nc2cc3ccccc3cc2NC(=O)c2cc(OC)c(OC)c(OC)c2)cc(OC)c1OC	0
CC(C)(C)c1ccc(OCC(=O)Nc2ccc3c(c2)N(C(=O)C2CC2)CC3)cc1	-9
Cc1ccc(N(Sc2ccc(Cl)cc2)C2C=CS(=O)(=O)C2)cc1 (stereo not drawn)	0
O=C(NN=Cc1ccco1)c1cc(-c2cccc3ccccc23)n[nH]1	-1
CCCCS(=O)(=O)NCCCn1ccc2cccnc21	-4
Cn1nc(-c2cccc(NS(=O)(=O)c3ccc4c(c3)OCCO4)c2)ccc1=O	2
O=C(NCCCn1ccnc1-c1ccccc1)Nc1cccc(C(F)(F)F)c1	-3
Cc1ccc(S(=O)(=O)NN=Cc2cc3c(cc2Br)OCO3)cc1	-2
OC(COCCOc1ccc(Cl)cc1)CSc1ccccn1 (stereo not drawn)	-13
Cc1ccc(S(=O)(=O)Oc2ccccc2C=NO)cc1	-11
O=C(Nc1ccon1)c1cccn(Cc2cccc(C(F)(F)F)c2)c1=O	-4
COc1ccc(C(=O)N2CCC(Oc3ccc(C#N)cn3)CC2)cc1OC	3
COc1ccc(C(=O)NN=Cc2c(C)nn(-c3ccccc3)c2OC)cc1	9
CCc1cc(-c2n[nH]c(C)c2Oc2ccccc2)c(O)cc1OC(C)C	-12
O=C(Cn1cncn1)N1CCC[C@H](Cc2nc(-c3ccccc3F)no2)C1	-10
COc1cc(C=NNC(=O)c2ccc(CN3c4cccc5cccc(c45)S3(=O)=O)cc2)cc(OC)c1O	-9
CCN(c1ccccc1)S(=O)(=O)c1ccc(OC)c(N=NC(C(=O)Nc2ccccc2)=C(C)O)c1	-1
O=C1CCCN1Cc1cn(C2CN(C(=O)c3cccc(Oc4ccccn4)c3)C2)nn1	-14
COc1ccccc1NC(=O)c1oc2ccccc2c1N	7
O=C(O)CC(CC(=O)N1CCC2(CC1)OCCS2)c1cccs1 (stereo not drawn)	-8
N#CCCn1cc(C=NNC(N)=S)c(-c2ccc(-c3ccccc3)cc2)n1	8
CCOC(=O)NN=C(C)/C=C/c1ccco1	-3
Cc1ccc(C)c(C(O)=C2C(=O)C(=O)N(CCN3CCOCC3)C2c2ccccc2F)c1 (stereo not drawn)	48*
Cc1cc(C)n(N=Cc2c(O)ccc3ccccc23)c(=O)c1C(N)=O	6
O=C(CS(=O)(=O)c1ccc(Cl)cc1)Nc1ccc2c(c1)C(=O)NC2=O	1

Compound activity as filed in PubChem.

The list is partial; count on the stated rates, not on these rows.
